BaF3 tox – parental Ba/F3 cell viability inhibition, counter-screen for JAK2V617F inhibitor project, murine pro-B, CellTiter-Glo luminescence; CellTiter-Glo ATP luminescence; inhibition, % at 5.6 µM; 1.1% of 220,000 active; AID 1486, 2009;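 active means inhibition above a per-campaign cutoff, the mean inhibition of all tested compounds plus 3 SD, cut at about 27% in these data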;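 further: 0% = DMSO wells and 100% = JAK Inhibitor I control wells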
NPY-Y1 antag – NPY-Y1 receptor antagonists, primary screen, cell-based; Neuropeptide Y receptor type 1 (Homo sapiens), P25929; HEK293-CNG Y1 cells, membrane potential fluorescence; NPY at EC95, then isoproterenol; inhibition, % at 3.6 µM; 1% of 200,000 active;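 active means inhibition above the campaign mean inhibition of all tested compounds plus 3 SD, cut at about 20% in these data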;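 further: 0% = DMSO wells given NPY plus isoproterenol and 100% = isoproterenol alone without NPY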
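Benchmarks – high control isoproterenol alone, low control NPY with isoproterenol · Material – HEK293 Y1/CNG channel cell line · Times – dye 3 h, compound 60 min room temperature, stimulation 45 min · Probe or stimulus – NPY (25 nM), isoproterenol (1 µM), Ro 20-1724 (25 µM) · Evaluation – % inhibition of NPY effect · Signal – fluorescence, membrane potential probe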
S1P4 antagonist – S1P4 receptor antagonists, primary screen, cell-based. S1P4-expressing cells, antagonist mode, reporter read-out. inhibition, % at 4.98 µM. 0.26% of 220,000 active; in the data active means inhibition above about 29%;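 further: 0% = wells stimulated with agonist and 100% = vehicle wells without agonist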
NPY-Y1 PAM-ag – NPY-Y1 receptor potentiators or agonists, primary screen, cell-based; Neuropeptide Y receptor type 1 (Homo sapiens), P25929; NPY-Y1 expressing cells, potentiator/agonist activation; activation, % at 3.6 µM; 0.37% of 220,000 active; AID 1304, 2008; in the data active means activation above about 33%, passing the limit was not always enough;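 further: cells stimulated with NPY at EC10 then isoproterenol at EC100; 0% = low agonist plus stimulus and 100% = saturating agonist plus stimulus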
S1P4 ag – S1P4 receptor agonists, primary screen, cell-based; 0.35% of 220,000 active; S1P4-expressing cell line, agonist reporter assay; activation, % at 4.98 µM; Sphingosine 1-phosphate receptor 4 (Homo sapiens), O95977; in the data active means activation above about 11%;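 further: 0% = DMSO vehicle and 100% = reference agonist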
p47phox inh – p47phox/p22phox peptide binding inhibitors, primary screen, biochemical, uHTS, NADPH oxidase regulatory subunit | 0.53% of 220,000 active | inhibition, % at 24.7 µM | AID 1274, 2008 | fluorescence polarization, 2 h;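 active means inhibition above about 30%, limit read from the data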;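 further: 0% = p47phox with labelled peptide and 100% = labelled peptide alone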
Target sequence (P14598 whole entry, looked up): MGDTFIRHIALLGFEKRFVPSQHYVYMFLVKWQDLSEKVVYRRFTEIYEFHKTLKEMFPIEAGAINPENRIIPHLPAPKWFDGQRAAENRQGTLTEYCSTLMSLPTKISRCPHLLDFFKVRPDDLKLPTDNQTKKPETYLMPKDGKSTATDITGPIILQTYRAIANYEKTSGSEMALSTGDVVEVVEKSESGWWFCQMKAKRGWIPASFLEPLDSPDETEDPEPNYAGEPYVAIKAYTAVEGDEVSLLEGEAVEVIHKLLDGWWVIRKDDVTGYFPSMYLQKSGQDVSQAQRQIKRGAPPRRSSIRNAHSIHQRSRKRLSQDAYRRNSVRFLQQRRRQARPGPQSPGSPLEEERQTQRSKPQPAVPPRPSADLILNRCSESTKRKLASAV
NPY-Y2 PAM-ag – NPY-Y2 potentiators or agonists, primary screen, cell-based. AID 1359, 2008. Neuropeptide Y receptor type 2 (Homo sapiens), P49146. 0.45% of 220,000 active. cells expressing NPY-Y2, potentiator/agonist read-out. activation, % at 3.6 µM; in the data active means activation above about 27%;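 further: cells stimulated with NPY near EC25 plus isoproterenol at EC100; 0% = vehicle plus submaximal agonist and 100% = vehicle plus saturating agonist; some results beyond the cut were filed as inactive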
Target sequence (P49146 whole entry, looked up): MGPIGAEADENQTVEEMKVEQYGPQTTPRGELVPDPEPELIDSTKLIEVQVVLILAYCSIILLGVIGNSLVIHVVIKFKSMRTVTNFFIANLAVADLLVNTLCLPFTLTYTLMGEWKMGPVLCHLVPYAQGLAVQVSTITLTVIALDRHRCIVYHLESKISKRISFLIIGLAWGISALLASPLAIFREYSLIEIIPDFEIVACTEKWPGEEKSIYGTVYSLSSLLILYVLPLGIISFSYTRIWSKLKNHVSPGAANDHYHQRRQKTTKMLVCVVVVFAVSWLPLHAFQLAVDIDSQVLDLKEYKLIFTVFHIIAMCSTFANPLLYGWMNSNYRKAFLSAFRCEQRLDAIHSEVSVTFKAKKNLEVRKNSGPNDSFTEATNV
Ba/F3 V617F tox – reduced viability of JAK2V617F-dependent Ba/F3 cells, primary screen, JAK2V617F inhibitor project, cell-based, Ba/F3 EpoR-JAK2V617F, luminescence | 1.1% of 220,000 active | ATP luminescence | inhibition, % at 5.6 µM;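 active means inhibition above the campaign mean plus 3 SD over all tested compounds, cut at about 24% in these data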;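 further: cytokine-independent growth of Ba/F3 cells driven by EpoR plus mutant JAK2; 0% = DMSO-treated cells and 100% = JAK inhibitor I control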
CHOP inhibitor – inhibitors of CHOP promoter induction, primary screen, cell-based, unfolded protein response, luciferase reporter; CHO-K1 CHOP-promoter luciferase, tunicamycin-induced, 15-18 h; inhibition, % at 10 µM; 3.8% of 220,000 active; AID 2732, 2010;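 active means compounds that reduced the stress-induced luciferase reporter signal by more than about 70% of percent inhibition, limit read from the data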;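 further: 0% = tunicamycin plus vehicle and 100% = wells without tunicamycin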
* = called active by the depositor; . = not tested or not shown.

no.	SMILES	BaF3 tox	NPY-Y1 antag	S1P4 antagonist	NPY-Y1 PAM-ag	S1P4 ag
1	CNc1ncc(C(=O)c2ccc(-c3ccccc3)cc2)s1	-5	.	-2	12	-0.4
2	COc1ccc(N2CCN(C(=O)CCNC(=O)c3ccc(C(C)(C)C)cc3)CC2)cc1	6	-13	-10	1	0.6
3	CCC(=O)Nc1ccc(S(=O)(=O)Nc2ccccn2)cc1	3	3	-15	12	0.3
4	O=C1c2ccccc2C(=O)N1CCSC(=S)N1CCOCC1	2	1	-9	2	-0.3
5	COC(=O)c1ccc(NC(=O)c2cccc(Cl)c2)o1	6	6	5	-9	1.0
6	CC(NC(=O)COc1ccccc1-c1ccccc1)c1ccccc1 (stereo not given)	2	1	-32	-15	0.2
7	Nc1n[nH]c2cc(=O)n(-c3ccc(Cl)cc3)nc12	0	1	-7	1	1.5
8	CC(C)C(=O)NC(=S)Nc1ccc(S(=O)(=O)Nc2nccs2)cc1	3	0	-26	10	-0.6
9	c1ccc2c(c1)OCCOCCOCCOCCOc1ccccc1OCCOCCOCCO2	7	14	-11	-13	0.5
10	O=C(NCCN1CCOCC1)c1ccc2c(c1)N(Cc1cccc(F)c1)C(=O)c1ccccc1S2	10	2	8	2	-0.2
11	CCn1c(SCC(=O)NCc2ccco2)nnc1-c1ccncc1	5	-1	8	4	1.2
12	O=C(CN1CCN(c2ccc(F)cc2)CC1)N1CCC(Cc2ccccc2)CC1	0	-5	-5	7	-1.1

no.	p47phox inh	NPY-Y2 PAM-ag	Ba/F3 V617F tox	CHOP inhibitor
1	-6	-21	1	-25
2	-3	6	1	41
3	1	-5	-1	52
4	-6	-10	1	-4
5	-10	-6	2	18
6	-13	-2	-3	77*
7	-9	4	-3	-3
8	2	-2	4	3
9	-6	-4	1	17
10	-22	11	5	26
11	-9	1	0	13
12	-10	-6	-2	62

One compound at a time, as listed above. Order of screens: BaF3 tox, NPY-Y1 antag, S1P4 antagonist, NPY-Y1 PAM-ag, S1P4 ag, p47phox inh, NPY-Y2 PAM-ag, Ba/F3 V617F tox, CHOP inhibitor
Results for `Nc1n[nH]c2cc(=O)n(-c3ccc(Cl)cc3)nc12` : 0, 1, -7, 1, 1.5, -9, 4, -3, -3
Results for `CC(C)C(=O)NC(=S)Nc1ccc(S(=O)(=O)Nc2nccs2)cc1` : 3, 0, -26, 10, -0.6, 2, -2, 4, 3
Results for `CNc1ncc(C(=O)c2ccc(-c3ccccc3)cc2)s1` : -5, ., -2, 12, -0.4, -6, -21, 1, -25
Results for `CC(NC(=O)COc1ccccc1-c1ccccc1)c1ccccc1` (stereo not given) : 2, 1, -32, -15, 0.2, -13, -2, -3, 77*
Results for `O=C(NCCN1CCOCC1)c1ccc2c(c1)N(Cc1cccc(F)c1)C(=O)c1ccccc1S2` : 10, 2, 8, 2, -0.2, -22, 11, 5, 26

The results go on.
no.	SMILES	BaF3 tox	NPY-Y1 antag	S1P4 antagonist	NPY-Y1 PAM-ag	S1P4 ag
13	O=C(CNC1CCCCC1)Nc1ccc([N+](=O)[O-])cc1C(=O)Nc1ccccc1F	8	3	-7	34	0.0
14	CC(C)c1ccc(N(C(=O)c2csnn2)C(C(=O)NC(C)(C)C)c2cccnc2)cc1 (stereo not given)	3	10	1	11	1.7
15	CCc1c(C)sc(NC(=O)C2CCCCC2C(=O)O)c1C(N)=O (stereo not given)	6	5	3	-28	0.3
16	Cc1ccc(CSCC(=O)NCc2cccs2)cc1	5	5	1	2	-0.7
17	COC(=O)C1CCN(C(=O)COC(=O)CC(NC(N)=O)c2ccc(Cl)cc2)CC1 (stereo not given)	4	3	-15	-11	0.4
18	Cc1cc(C)nc(-n2nc(C)c3c(C(F)F)cc(C)nc32)n1	5	-1	-13	-3	0.3
19	Cc1ccc2nc(NC(=O)CCNS(=O)(=O)c3ccc(Br)s3)sc2c1	1	-7	-2	11	1.2
20	COC(=O)COC(=O)c1ccc(O)cc1	-1	8	-19	-6	0.2
21	CCOC(=O)NC(=O)C(=CNc1cccc(C)c1)C(=O)NC(=O)OCC	6	6	-1	-3	1.2
22	CCCCc1ccc(-c2csc(/C(C#N)=C\c3ccc(C)o3)n2)cc1	6	13	-17	-21	1.2
23	O=C(Cn1ncc2c(=O)oc3ccccc3c21)NCCc1ccsc1	0	2	-8	10	1.5
24	O=c1c(Cc2ccc(Cl)cc2Cl)c(O)ccn1Cc1ccc(Cl)cc1	-4	2	-23	14	-1.1

no.	p47phox inh	NPY-Y2 PAM-ag	Ba/F3 V617F tox	CHOP inhibitor
13	-5	23	-1	46
14	3	1	-2	-10
15	17	2	-3	-5
16	-5	-1	1	-4
17	-7	-3	1	-3
18	-11	-5	-1	7
19	-2	6	3	71*
20	-19	8	-1	3
21	3	-16	4	24
22	-51	-3	-3	-23
23	-16	3	-5	13
24	-16	-8	-3	38

Copied from the list:
Ba/F3 V617F tox, entry 24 stands at -3
NPY-Y1 PAM-ag, entry 14 stands at 11
S1P4 ag, entry 22 stands at 1.2

(next part)
no.	SMILES	BaF3 tox	NPY-Y1 antag	S1P4 antagonist	NPY-Y1 PAM-ag	S1P4 ag
25	O=C(Nc1ccccc1OC(F)F)c1oc2ccccc2c1COc1ccccc1	2	3	-14	12	0.1
26	CN(C)c1nc(NCc2ccccc2)nc(Oc2ccc(=O)[nH]n2)n1	5	2	2	-7	-1.4
27	NC(=O)CSc1ccc(Br)cc1	3	-2	-1	-6	-1.8
28	CC(=O)N1CCCc2cc(S(=O)(=O)CCC(=O)N3CCN(c4cccc(C)c4)C(C)C3)ccc21 (stereo not given)	5	3	-12	-10	-1.6
29	COc1cc(OC)cc(-c2cc3nc4c(c(N5CCN(c6ncccn6)CC5)n3n2)CCCC4)c1	6	0	-7	2	1.9
30	O=C(COc1ccccc1)N1CCN(c2ncnc3c2cnn3-c2ccccc2)CC1	3	2	-10	-31	1.1
31	O=C1CCCC(O)=C1C=Nc1ccc(O)cc1	1	-4	21	5	-0.7
32	COc1cccc(NC(=S)Nc2cc(C(=O)O)ccc2N2CC3CC(C2)c2cccc(=O)n2C3)c1 (stereo not given)	4	0	-3	21	1.3
33	CCOC(=O)/C=c1\sc2n(c1=O)CCN=2	1	5	-6	2	0.1
34	CCC(C)OC(=O)C1C(c2ccccc2)C(C(=O)O)C1c1ccccc1 (stereo not given)	4	8	-2	-16	-2.1
35	Cc1ccc(C(=O)NCC(=O)N2CCN(c3ncccn3)CC2)s1	4	1	4	5	-0.3
36	O=C(NC(=S)NN1CCCCC1c1cccnc1)c1ccc(Cl)cc1Cl (stereo not given)	-1	.	1	-4	1.0

no.	p47phox inh	NPY-Y2 PAM-ag	Ba/F3 V617F tox	CHOP inhibitor
25	2	-2	-1	-42
26	-11	3	1	15
27	-4	-5	2	22
28	1	-15	-1	15
29	-24	2	-2	15
30	-9	-16	-3	39
31	3	-6	-1	13
32	-4	0	-1	-8
33	-3	2	0	-13
34	-5	2	-1	25
35	-6	11	2	13
36	-11	-25	3	-7

Further entries follow.
no.	SMILES	BaF3 tox	NPY-Y1 antag	S1P4 antagonist	NPY-Y1 PAM-ag	S1P4 ag
37	CC(C)COn1c(=S)[nH]c2ccccc2c1=O	-1	3	-24	-1	-0.5
38	Cc1c(C(=O)O)oc2ccc(S(=O)(=O)N3CCCCC3C(=O)O)cc12 (stereo not given)	-1	3	-9	-7	2.6
39	COc1ccc(CNC(=S)Nc2cc(C)ccc2C)cc1	4	-4	11	-16	1.6
40	Cc1nnsc1C(=O)NNC(=O)Nc1ccccc1	7	-2	-6	-29	0.6
41	COc1ccccc1CN=C1Nc2ccccc2CS1	6	1	-13	11	1.3
42	Cc1nn(C)c(C(=O)N/N=C/c2ccccc2)c1[N+](=O)[O-]	-1	-4	-20	-12	-3.0
43	CC1C/C(=N/Nc2ccc([N+](=O)[O-])cc2[N+](=O)[O-])CC(C)(C)C1 (stereo not given)	1	4	-1	-14	1.6
44	CCCn1nnc(NC(=O)c2ccco2)n1	6	3	-8	-25	1.4
45	CN(C)S(=O)(=O)c1cccc(C(=O)NCc2ccco2)c1	4	4	-6	13	2.0
46	Cc1cnn(C(=S)NCC2CCCO2)c1 (stereo not given)	5	5	-40	11	2.9
47	COc1ccc(/C=N/NC(=O)CSc2ccccn2)cc1OC	-3	.	2	5	1.5
48	Nc1cc(Cl)ccc1N1C(=O)CCC1=O	6	.	13	15	0.0

no.	p47phox inh	NPY-Y2 PAM-ag	Ba/F3 V617F tox	CHOP inhibitor
37	-1	8	2	18
38	-7	-3	-2	14
39	5	-13	-2	-5
40	-3	-18	6	-11
41	-2	-4	-1	-11
42	-10	-8	-5	21
43	-16	-6	-5	22
44	-12	-2	3	-11
45	-41	-1	-2	43
46	-9	-4	-2	7
47	-12	-13	-1	3
48	31*	15	-4	12

An excerpt taken from the entries so far, as a working copy:
no.	SMILES	BaF3 tox	NPY-Y1 antag	S1P4 antagonist	NPY-Y1 PAM-ag	S1P4 ag
24	O=c1c(Cc2ccc(Cl)cc2Cl)c(O)ccn1Cc1ccc(Cl)cc1	-4	2	-23	14	-1.1
25	O=C(Nc1ccccc1OC(F)F)c1oc2ccccc2c1COc1ccccc1	2	3	-14	12	0.1
26	CN(C)c1nc(NCc2ccccc2)nc(Oc2ccc(=O)[nH]n2)n1	5	2	2	-7	-1.4

no.	p47phox inh	NPY-Y2 PAM-ag	Ba/F3 V617F tox	CHOP inhibitor
24	-16	-8	-3	38
25	2	-2	-1	-42
26	-11	3	1	15

Later entries
no.	SMILES	BaF3 tox	NPY-Y1 antag	S1P4 antagonist	NPY-Y1 PAM-ag	S1P4 ag
49	Cc1ccc(S(=O)(=O)NCCNC(=O)c2cc(OCC(F)(F)F)ccc2OCC(F)(F)F)cc1	2	-2	-4	-32	-0.4
50	O=C(Cc1ccc(Br)cc1)Nc1cccc(Cl)c1	-1	-4	-29	3	-1.9
51	CCOC(=O)CC(=O)CSc1nc2nc(C)cc(C)n2n1	-2	3	2	14	1.4
52	CCOc1cc(/C=C2\SC(=Nc3ccccc3)N(c3ccccc3)C2=O)ccc1OCC(=O)O	5	-1	-11	7	1.4
53	CCCn1c(SCC(=O)NCC2CCCO2)nc2c1c(=O)n(C)c(=O)n2C (stereo not given)	4	1	0	5	34*
54	N[C@@H](Cc1ccccc1)c1nnc(SCc2ccccc2F)o1	2	-1	-1	2	-1.0
55	COC(=O)c1oc2c(c1C)C(=O)CCC2	1	.	-5	-2	-0.4
56	COc1cc(/C=N/N=C(/N)c2nonc2N)cc(Br)c1OCc1cccc(C)c1	3	21*	-5	-19	-1.9
57	Cc1ccc(C(=O)OCC(=O)N2CCC(Cc3ccccc3)CC2)cc1N	2	1	0	-11	2.1
58	Cc1ccc(NC(=O)Cn2c(O)c(N=NC(=O)c3ccncc3)c3ccccc32)cc1	3	-2	1	0	-0.7

no.	p47phox inh	NPY-Y2 PAM-ag	Ba/F3 V617F tox	CHOP inhibitor
49	-14	-9	4	45
50	-2	5	5	28
51	-3	7	-5	27
52	-21	-4	1	-14
53	-19	3	-1	10
54	-8	6	-1	31
55	5	0	1	-12
56	-6	-17	-4	71*
57	-3	17	1	43
58	12	-13	1	52
